Compound activity: PubChem, several laboratories
NPR2 activator – GC-B (human) receptor activation; P20594; HEK293-GC-B cells, CNP EC30, cGMP TR-FRET; 0% at EC30 CNP, 100% saturating CNP; activation, % at 10 µM; hit rate 0.11% among 370,000;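 active means activation at 10 µM reaching about 35% in either raw or pattern-adjusted values, limit read from the data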
ADAM10 inh – inhibits human ADAM10. recombinant ADAM10, EDANS/DABCYL FRET peptide cleavage, 3 h. inhibition, % at 7 µM. hit rate 0.62% among 370,000. AID 720582;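 active means inhibition above a per-campaign cutoff equal to the mean of compounds falling between control-based bounds plus 3 SD, cut at about 20% in these data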;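 further: 0% = DMSO wells while the 100% control is not disclosed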
Target sequence (O14672 214-748 limits assumed): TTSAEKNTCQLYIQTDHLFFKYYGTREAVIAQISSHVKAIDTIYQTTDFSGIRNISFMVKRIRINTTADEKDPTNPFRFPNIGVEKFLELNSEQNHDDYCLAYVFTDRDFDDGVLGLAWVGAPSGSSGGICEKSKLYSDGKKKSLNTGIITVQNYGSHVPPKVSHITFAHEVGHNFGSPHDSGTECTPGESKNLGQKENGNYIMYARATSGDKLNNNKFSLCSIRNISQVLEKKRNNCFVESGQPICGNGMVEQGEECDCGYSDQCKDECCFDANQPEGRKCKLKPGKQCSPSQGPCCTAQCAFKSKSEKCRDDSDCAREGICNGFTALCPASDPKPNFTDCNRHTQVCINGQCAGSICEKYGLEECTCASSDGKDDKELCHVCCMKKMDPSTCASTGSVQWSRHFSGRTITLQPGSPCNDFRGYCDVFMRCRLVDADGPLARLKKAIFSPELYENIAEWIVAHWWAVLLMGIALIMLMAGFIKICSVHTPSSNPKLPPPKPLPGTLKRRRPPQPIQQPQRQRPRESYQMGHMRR
proKLK7 act – activates the human kallikrein-7 zymogen; P49862; purified proKLK7, EDANS-DABCYL substrate fluorescence; 100% is mature enzyme control, 0% vehicle; activation, % at 7 µM; hit rate 0.9% among 370,000; AID 652039;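 active means activation above the mean of all tested compounds plus 3 SD, computed per campaign excluding outliers beyond control limits, cut at about 13% in these data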
HGIII-sPLA2 inh – Inhibits HGIII-sPLA2 liposome hydrolysis, primary screen; inhibition, % at 12.2 µM; QFRET BODIPY PC-A2 liposome hydrolysis, fluorescence; hit rate 0.56% among 370,000; Q9NZ20; AID 743126;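 active means inhibition above mean plus 3 SD of compounds lying within the high and low control bounds, cut at about 19% in these data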;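 further: 0% = median of test compound wells and 100% = no enzyme DMSO wells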
ASAP1 GAP inh – inhibitors of human ASAP1 ArfGAP activity. inhibition, % at 16.5 µM. hit rate 0.19% among 360,000. Q9ULH1. ASAP1-stimulated ARF1 GTP hydrolysis, GDP FP detection; in the data active means inhibition above about 25%;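 further: 0% = vehicle with enzyme and substrate and 100% = no enzyme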
Target sequence (Q9ULH1 325-724 limits assumed): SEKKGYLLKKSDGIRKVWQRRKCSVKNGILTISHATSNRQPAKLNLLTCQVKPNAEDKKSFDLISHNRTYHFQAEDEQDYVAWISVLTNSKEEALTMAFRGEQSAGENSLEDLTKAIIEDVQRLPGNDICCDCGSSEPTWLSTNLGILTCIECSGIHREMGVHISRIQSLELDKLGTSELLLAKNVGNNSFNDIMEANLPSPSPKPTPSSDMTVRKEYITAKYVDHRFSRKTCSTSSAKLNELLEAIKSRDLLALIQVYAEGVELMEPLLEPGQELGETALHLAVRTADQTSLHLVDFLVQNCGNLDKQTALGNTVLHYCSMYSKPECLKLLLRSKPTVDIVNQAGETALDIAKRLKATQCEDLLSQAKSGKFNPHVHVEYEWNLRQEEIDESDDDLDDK
GAA850 FXN act – frataxin GAA850 promoter activation; activation, % at 6 µM; HEK293 lucGAA850 FXN promoter luciferase reporter, 24 h; percent of 10 µM SAHA response; hit rate 0.56% among 360,000; AID 540364;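 active means activation above the average of all compounds screened plus 3 SD, cutoff fixed separately per campaign, cut at about 7.5% in these data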;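 further: 0% = DMSO wells and 100% = 10 µM SAHA wells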
rCAG binder – r(CAG) repeat RNA binding. TO-PRO-1 dye displacement fluorescence. inhibition, % at 3 µM. hit rate 1.3% among 370,000. AID 651821;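 active means inhibition above the plate cutoff, the mean of all test compounds on that plate plus 3 SD, cut at about 35% in these data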;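 further: 0% = DMSO alone and 100% = 100 µM mitoxantrone as full dye displacement; higher means more dye released from RNA so lower well fluorescence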
Tn6 DDE FP – disrupts Tn6 cyclic peptide binding to fibrin D-Dimer-E complex | Fibrin DD(E) TRITC-Tn6 fluorescence polarization displacement | hit rate 0.21% among 370,000 | P02675 | inhibition, % at 8.3 µM;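 active means inhibition above a per-campaign cutoff: mean of compounds within control limits plus 3 SD, cut at about 15% in these data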;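 further: 0% = median of all compound wells on the plate and 100% = blocking peptide control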
NPR1 activator – GC-A (human) enzyme activation | HEK293 GC-A cells, cGMP TR-FRET, EC30 ANP; 0% at EC30 ANP, 100% saturating ANP | activation, % at 10 µM | hit rate 0.14% among 370,000; in the data active means activation above about 40%
ARFGAP1 inhibitor – inhibitors of rat ARFGAP1; Q62848; Arfgap1-stimulated ARF1 GTP hydrolysis, GDP FP detection; inhibition, % at 16.5 µM; hit rate 0.26% among 360,000;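 active means inhibition above a per-plate limit, mean inhibition of low control wells plus 3 SD, cut at about 25% in these data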;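 further: 0% = DMSO wells with enzyme and 100% = wells lacking Arfgap1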
Target sequence (Q62848 1-136 limits assumed): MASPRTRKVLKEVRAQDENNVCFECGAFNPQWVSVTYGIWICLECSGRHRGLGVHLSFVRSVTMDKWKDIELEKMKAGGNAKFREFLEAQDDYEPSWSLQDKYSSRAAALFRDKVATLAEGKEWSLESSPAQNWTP
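system = rat Arfgap1 catalytic domain, aa 1-136 | technique = FP, GDP Alexa 633 tracer displaced from anti-GDP antibody, 620/688 nm | compound = one concentration, 16.5 µM, DMSO 1.26% | medium = HEPES-based buffer, pH 7.5 | timing = compound-enzyme preincubation 20 min, reaction 120 min, detection 60 min, 25 °C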
An asterisk follows results filed as active; . = no result given.

[1] Cc1ccc(Cn2c(SC(C)C(N)=O)nc3ccccc3c2=O)cc1 (stereo not drawn)
[2] COc1ccc(CC2CCN(c3ncnc4sccc34)CC2)cc1
[3] O=C(CSc1ccccn1)N/N=C/c1cc([N+](=O)[O-])ccc1O
[4] CCOC(=O)c1cnc2c(c(C3CC3)nn2C)c1N1CCOCC1
[5] CCOC(=O)N1CCN(C(=O)CCS(=O)(=O)c2ccc3c(c2)CC(C)N3C(=O)CC)CC1 (stereo not drawn)
[6] Cc1cc(OC(=O)c2ccccc2)n(CCC#N)n1
[7] O=C(Nc1c(-c2ccccc2)[nH][nH]c1=O)c1ccc(Br)cc1
[8] CC(=O)Oc1ccccc1C(=O)C=Cc1cccc([N+](=O)[O-])c1
[9] COc1ccc(-c2csc(N(CCCN(C)C)C(=O)c3ccc(F)cc3)n2)cc1
[10] O=C(CSC1=Nc2ccccc2C2=NC(c3ccccc3)C(=O)N12)NC1CCCCC1 (stereo not drawn)
entry no.	1	2	3	4	5	6	7	8	9	10
NPR2 activator	22	0	2	1	4	8	-2	-1	-9	-2
ADAM10 inh	1	4	13	-6	-1	-8	-15	2	0	-45
proKLK7 act	0.5	.	-0.5	-0.5	0.0	-0.5	-0.7	0.1	0.0	-1.1
HGIII-sPLA2 inh	9	-12	-3	1	-2	5	-5	1	-6	4
ASAP1 GAP inh	-21	.	0	-7	0	-6	0	-7	4	-10
GAA850 FXN act	1.6	.	-4.3	0.1	0.0	-1.0	.	17*	0.6	1.0
rCAG binder	0	.	7	-7	-7	-2	6	9	0	3
Tn6 DDE FP	-2	-7	-1	13	5	-2	-5	-21	6	-1
NPR1 activator	21	-1	2	-4	2	2	3	-6	-4	-4
ARFGAP1 inhibitor	-14	.	3	4	-7	-2	2	-1	0	-8

Five compounds from above with just HGIII-sPLA2 inh, rCAG binder and ASAP1 GAP inh:
No. | molecule | HGIII-sPLA2 inh | rCAG binder | ASAP1 GAP inh
7 | O=C(Nc1c(-c2ccccc2)[nH][nH]c1=O)c1ccc(Br)cc1 | -5 | 6 | 0
6 | Cc1cc(OC(=O)c2ccccc2)n(CCC#N)n1 | 5 | -2 | -6
9 | COc1ccc(-c2csc(N(CCCN(C)C)C(=O)c3ccc(F)cc3)n2)cc1 | -6 | 0 | 4
3 | O=C(CSc1ccccn1)N/N=C/c1cc([N+](=O)[O-])ccc1O | -3 | 7 | 0
5 | CCOC(=O)N1CCN(C(=O)CCS(=O)(=O)c2ccc3c(c2)CC(C)N3C(=O)CC)CC1 (stereo not drawn) | -2 | -7 | 0

The listing continues:
[11] COc1ccc(/C=C/C(=O)N2CCN(S(=O)(=O)/C=C/c3ccccc3)CC2)cc1OC
[12] O=C(NNC(=O)c1cc2ccccc2o1)c1ccc(F)cc1
[13] O=C(CSc1ncnc2scc(-c3ccccc3)c12)NC1CCS(=O)(=O)C1 (stereo not drawn)
[14] CC1CC(C)CN(C(=O)COC(=O)c2ccc([N+](=O)[O-])o2)C1 (stereo not drawn)
[15] CCOc1ccc(CN(C)C(=O)CCc2ccc(S(=O)(=O)N3CCCCCC3)cc2)cc1
[16] COC(=O)c1ccc(CN(C(C)=O)c2ccccc2)o1
[17] Cc1c(C(=O)NCc2ccco2)cccc1[N+](=O)[O-]
[18] COc1cc2nc(-c3ccc(Br)o3)oc(=O)c2cc1OC
[19] Cc1cc(C)c(S(=O)(=O)N2CCCC2=O)cc1N(C)S(C)(=O)=O
[20] CC(C)CNC(=O)c1ccccc1NC(=O)c1ccccc1N(C)S(=O)(=O)c1ccccc1
entry no.	11	12	13	14	15	16	17	18	19	20
NPR2 activator	-4	0	1	-3	0	-1	2	-2	3	-4
ADAM10 inh	-18	-13	-10	-4	5	-10	-6	-7	4	1
proKLK7 act	-1.2	2.0	0.2	0.0	0.5	-0.4	0.3	0.2	-0.1	0.0
HGIII-sPLA2 inh	-4	0	2	3	-20	8	13	13	-4	-7
ASAP1 GAP inh	-1	-9	0	-2	-10	0	-7	-2	9	-5
GAA850 FXN act	-0.8	2.6	0.9	-1.4	-1.2	1.5	0.6	1.5	0.9	13*
rCAG binder	6	4	2	2	-3	-4	0	3	-4	-5
Tn6 DDE FP	4	-4	-5	1	-2	8	-8	-1	-3	0
NPR1 activator	-6	-4	4	-3	-3	0	1	8	-2	-3
ARFGAP1 inhibitor	1	8	-2	-22	-10	3	-2	6	5	-19

[21] CC(C)c1ccccc1N=C1SCCN1C1CCS(=O)(=O)C1 (stereo not drawn)
[22] CCOC(=O)c1cccc(NC(=O)Cn2cnc3c2c(=O)n(C)c(=O)n3C)c1
[23] CCOC(=O)C1=C(C)Nc2ncnn2C1c1cc(OC)ccc1OC (stereo not drawn)
[24] C=CCn1c(SCC(=O)NC(=O)c2cccc([N+](=O)[O-])c2)nnc1-c1ccccc1F
[25] COc1ccc(CNCc2c(F)cccc2F)cc1OC
[26] O=C(NC(=S)NNC(=O)c1ccccc1O)c1cccs1
[27] CCOC(=O)c1sc(-c2ccccc2)cc1NC(=O)CSc1nnnn1C
[28] CCCCCCCc1c(O)nc(SCC(=O)O)[nH]c1=O
[29] O=C(CSc1nnc(-c2cccnc2)o1)Nc1ccccc1F
[30] Cc1ccc(C)c(NS(=O)(=O)c2ccc3c(c2)NC(=O)CCS3)c1
entry no.	21	22	23	24	25	26	27	28	29	30
NPR2 activator	1	0	-3	-7	-3	-2	-18	-3	-5	-3
ADAM10 inh	-6	1	5	7	-8	-1	11	2	-2	12
proKLK7 act	0.0	0.3	-0.3	-0.2	-0.2	-0.2	0.0	-0.2	0.0	1.0
HGIII-sPLA2 inh	7	-4	-2	2	4	30*	-13	-2	8	-11
ASAP1 GAP inh	-15	-7	-5	8	14	9	-8	8	5	-9
GAA850 FXN act	1.0	-2.6	-4.3	0.1	1.4	1.8	2.7	2.5	3.3	0.0
rCAG binder	-4	-1	-2	2	-3	12	4	0	-1	1
Tn6 DDE FP	0	0	4	-5	-5	2	0	2	6	-4
NPR1 activator	3	-2	-13	-5	2	-2	-10	4	1	0
ARFGAP1 inhibitor	9	-12	1	-2	1	-6	-5	7	-10	-6

[31] COc1ccc(C2/C=C\CN(C(=O)Nc3ccccc3)CC(=O)N2Cc2ccc(F)cc2)cc1 (stereo not drawn)
[32] CCOc1ccc(CCN2C(=O)C3C4CCC(O4)C3C2=O)cc1OCC (stereo not drawn)
[33] COc1ccccc1-c1cc(C(=O)N/N=C/c2ccc(C)s2)c2ccccc2n1
[34] CCN(CC(=O)Nc1c(F)cccc1F)C(=O)CCNS(=O)(=O)c1ccc(C)c(C)c1
[35] CCNC(=S)NNC(=O)c1cc(C)nc2ccccc12
[36] O=C(Nc1cccc2c(=O)[nH][nH]c(=O)c12)c1ccc([N+](=O)[O-])cc1
[37] O=C(/C=C/c1ccc(Cl)cc1)N1CCOCC1
[38] COc1ccc(CN2CCC(C(=O)NC(c3ccc4c(c3)OCO4)c3ccccn3)CC2)cc1 (stereo not drawn)
[39] CCC(C)(C)NC(=O)C(c1sccc1C)N(Cc1ccco1)C(=O)c1csnn1 (stereo not drawn)
[40] O=C(O)c1cc(-c2ccc(Cl)cc2)n(-c2ccc(F)cc2)n1
entry no.	31	32	33	34	35	36	37	38	39	40
NPR2 activator	-5	3	2	2	1	-8	2	-7	1	5
ADAM10 inh	-5	-8	7	-5	-33	-56	-3	-19	-5	2
proKLK7 act	0.3	0.2	-50	-0.3	0.7	0.9	-0.4	-0.4	0.3	-0.3
HGIII-sPLA2 inh	4	6	-1	0	3	-3	1	2	-1	4
ASAP1 GAP inh	2	22	5	3	-5	-9	-9	-8	-8	-11
GAA850 FXN act	-1.5	-0.6	-4.1	1.4	-0.2	.	2.5	-0.6	4.2	-0.6
rCAG binder	-1	-2	8	-3	1	11	-1	-2	0	6
Tn6 DDE FP	1	-4	-10	4	-4	5	5	1	3	6
NPR1 activator	0	1	4	4	-4	-5	0	-3	-3	1
ARFGAP1 inhibitor	-2	1	13	-7	-4	-3	-3	5	20	-3

[41] CCC(=O)Nc1cccc(C2=NOC3(C2)C[C@H](C(N)=O)N(C(=O)Cc2ccc([N+](=O)[O-])cc2)C3)c1 (stereo partly drawn)
[42] CC(C)(C)C1(c2ccccc2)NC(=O)N(CC(=O)N2CCOCC2)C1=O (stereo not drawn)
[43] Cc1csc2nc(CSc3nc4ccccc4o3)c(Br)n12
[44] CC(=O)Nc1cc(NC(C)=O)cc(-c2nc3ccccc3[nH]2)c1
[45] COc1ccc(OCc2cc(C(=O)N(C)CC3CCCCO3)no2)c(Cl)c1 (stereo not drawn)
[46] CCOc1ccc(Nc2cc(C)nc(N3CCOCC3)n2)cc1
[47] COc1ccc(/C=N/NS(=O)(=O)c2ccc(NC(C)=O)cc2)cc1
[48] Cc1cc(C)cc(NS(=O)(=O)c2c(C(=O)N3CCOCC3)c(C)n(C)c2C)c1
[49] Cc1oc(-c2cccc(Br)c2)[n+]([O-])c1C
[50] Cc1ccc(-c2n[nH]c(=O)c3ccccc23)cc1S(=O)(=O)NCC1CCCO1 (stereo not drawn)
entry no.	41	42	43	44	45	46	47	48	49	50
NPR2 activator	3	-2	-3	3	4	-4	2	-1	9	-4
ADAM10 inh	-3	15	2	-8	5	-5	-3	-3	7	-3
proKLK7 act	0.0	-0.2	-0.2	0.5	0.3	-0.5	0.2	0.2	0.1	0.7
HGIII-sPLA2 inh	6	4	-6	6	-8	0	-5	5	0	0
ASAP1 GAP inh	-11	4	6	8	-12	-9	-3	11	1	-2
GAA850 FXN act	1.0	-1.9	5.5	-2.1	2.7	-0.6	1.4	0.4	0.8	0.2
rCAG binder	7	-5	-2	0	-6	-5	0	0	-5	-2
Tn6 DDE FP	2	7	-2	1	0	1	4	-2	-5	4
NPR1 activator	2	0	0	0	4	0	2	-1	4	-5
ARFGAP1 inhibitor	-9	-4	8	11	19	4	5	6	-3	-2

[51] O=C(COc1ccccc1F)N/N=C1\CCCc2ccccc21
[52] COc1ccc(C(c2c(C)[nH][nH]c2=O)c2c(C)[nH][nH]c2=O)cc1Br
[53] CSc1ccccc1OCc1cc(C(=O)N(C)CCc2c(C)n[nH]c2C)no1
[54] O=C(NCCCN1CCOCC1)C(=O)NCc1ccco1
[55] CC(=O)N(CC(=O)Nc1sc(C)c(C)c1C(N)=O)Cc1ccccc1
[56] CCCCC1=CC2=CC(=O)C(C)(OC(=O)CC)C(=O)C2=CN1C1CCCC1 (stereo not drawn)
entry no.	51	52	53	54	55	56
NPR2 activator	4	9	-4	-3	3	6
ADAM10 inh	2	1	-2	3	-13	-48
proKLK7 act	-0.4	-0.1	0.5	-0.3	0.2	-2.7
HGIII-sPLA2 inh	1	-33	-4	2	3	-12
ASAP1 GAP inh	15	10	7	2	-10	-13
GAA850 FXN act	5.0	0.8	2.4	2.2	-1.3	1.3
rCAG binder	3	5	-1	1	-3	2
Tn6 DDE FP	-2	-5	9	3	0	2
NPR1 activator	-4	5	3	0	3	1
ARFGAP1 inhibitor	-10	9	-16	4	1	4

By substructure, the entries above with a COOH group
[28] CCCCCCCc1c(O)nc(SCC(=O)O)[nH]c1=O
[40] O=C(O)c1cc(-c2ccc(Cl)cc2)n(-c2ccc(F)cc2)n1
entry no.	28	40
NPR2 activator	-3	5
ADAM10 inh	2	2
proKLK7 act	-0.2	-0.3
HGIII-sPLA2 inh	-2	4
ASAP1 GAP inh	8	-11
GAA850 FXN act	2.5	-0.6
rCAG binder	0	6
Tn6 DDE FP	2	6
NPR1 activator	4	1
ARFGAP1 inhibitor	7	-3
